Bioassay records from PubChem BioAssay.
uPA surface inh = inhibitors of cell surface uPA generation; hit rate 0.31% among 330,000; cell surface uPA generation assay, qHTS; AID 540303; Potency, µM (top dose mostly 38.3 µM), without a hit: at the top dose activity change, negative = inhibition, hits mostly inhibitors; active = well fitted inhibition curve with a large enough effect; inconclusive = small, poorly fitted or top-dose-only effect; inactive = no such curve, though single readings can be large or run the other way; tested in mouse RAW 264.7 cells; note: % is set by controls: 0 for no effect and ±100 for the full control effect; nearly all actives have a fitted effect of over 55% in size
CXXC DNA block = inhibitors of human MLL CXXC domain-DNA interaction; MLL-CXXC / FITC-HOXA9 DNA fluorescence polarization; Potency, µM (titrated, usually from 115 µM), inactives show top-dose activity change, negative = inhibition, usual class: inhibitors; hit rate 0.037% among 290,000; active = well fitted inhibition curve with a large enough effect in the polarisation, with a control signal flat, not every such curve was filed as active; inconclusive = small, poorly fitted or top-dose-only effect, or effect the other way, or a change in a side signal; inactive = no such curve, though single readings can be large or run the other way; the % refers to the polarisation
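Purified MLL-CXXC (added from a 7 uM solution) was preincubated 5 min at ambient with pinned compounds in 50 mM Tris-HCl pH 7.5, 50 mM NaCl, 1 mM DTT, 0.05% BSA. Fluorescein-labeled HOX-A9 DNA (50 nM solution) followed, 30 min, then polarization read.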
BRCA1 expr act = increases BRCA1 expression; MCF7-BRCA1-FFLuc reporter, luminescence, 48 h; response scale: scaled: vehicle 0%, 10 µM genistein 100%; Potency, µM (titrated, usually from 46.1 µM), for inactives: at the highest dose activation, actives largely listed as activators; hit rate 1.1% among 380,000; AID 624202; note: nearly all actives have a fitted effect of over 80% in size; some results filed as inactive show a strong effect at the top dose
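Cells: MCF7-BRCA1-FFLuc, 2000/well. Exposure: 48 h, 37 °C, 5% CO2. Read: luminescence, 15 min post-substrate. Controls: genistein 10 microM (maximal activation), DMSO (neutral).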
ELG1 genotox = genotoxicity induction in ELG1-luciferase HEK293T cells; hit rate 1.3% among 330,000; HEK293T ELG1-luciferase reporter, luminescence, 16 h; Potency, µM (top dose mostly 46 µM), inactives show at the top dose activity change, positive = activation, actives largely listed as activators; note: % of control where 0% means no effect; nearly all actives have a fitted effect of over 60% in size
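Cells (2,000/well) expressing the ELG1-luciferase fusion are dosed by pin tool and kept 16 hr at 37 °C, 5% CO2. Signal comes from ONE-Glo luciferase reagent after 30 min at room temperature.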
Gal4-VP16 FLuc = Gal4-VP16 reporter inhibition counter-screen; Drosophila S2 Gal4-VP16 UAS-luciferase, luminescence, 20 h; Potency, µM (highest dose often 53.6 µM), inactives show at the top dose activity, negative = inhibition, actives largely listed as inhibitors; hit rate 3.5% among 310,000; AID 2546;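 note: Gal4-VP16 expression switched on by copper sulfate through the metallothionein promoter; % is set by controls: 0 for no effect and ±100 for the full control effect; nearly all actives have a fitted effect of over 50% in size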
FLuc counter = counter-screen for miR-21 project: firefly luciferase inhibitors or activators | P08659 | purified FLuc, Km substrates, luminescence inhibition | Potency, µM (series often up to 57.5 µM), inactives show at the top dose activity change, negative = inhibition, hits mostly inhibitors | hit rate 6.9% among 360,000;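 note: plate controls were vehicle for no effect and reference inhibitor for full effect; nearly all actives have a fitted effect of over 55% in size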
Target sequence (P08659 whole entry, looked up): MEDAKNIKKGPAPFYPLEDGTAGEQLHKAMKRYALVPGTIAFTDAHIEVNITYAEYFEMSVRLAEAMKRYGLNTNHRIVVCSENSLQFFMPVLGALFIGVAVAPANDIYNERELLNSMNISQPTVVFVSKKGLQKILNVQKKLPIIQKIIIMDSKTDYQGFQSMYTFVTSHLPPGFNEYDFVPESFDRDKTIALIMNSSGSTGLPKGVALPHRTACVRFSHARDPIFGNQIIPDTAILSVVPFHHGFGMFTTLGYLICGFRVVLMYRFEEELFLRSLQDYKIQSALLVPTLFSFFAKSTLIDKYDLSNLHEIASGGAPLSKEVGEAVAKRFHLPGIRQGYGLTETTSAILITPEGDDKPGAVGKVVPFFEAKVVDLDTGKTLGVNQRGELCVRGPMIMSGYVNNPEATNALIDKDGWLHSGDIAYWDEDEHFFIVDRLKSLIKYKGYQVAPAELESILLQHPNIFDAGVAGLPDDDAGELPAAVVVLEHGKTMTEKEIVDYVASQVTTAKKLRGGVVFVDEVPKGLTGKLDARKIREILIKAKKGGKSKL
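Biochemical qHTS of compounds, final roughly 60 µM downward over six points, against 10 nM purified firefly luciferase using Km concentrations of substrates (10 uM D-luciferin, 10 uM ATP) in Tris acetate pH 7.5 buffer; luminescence output.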
Rab9 prom act = activates the Rab9 promoter; Huh7 Rab9 promoter-luciferase reporter, luminescence, 24 h; Potency, µM (series often up to 9.22 µM), for the others: at the top dose activation, negative = inhibition, most hits filed as activators; AID 485297; hit rate 2.8% among 320,000; note: % of control where 0% means no effect; nearly all actives have a fitted effect of over 60% in size
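Cell-based reporter: Huh7 stable for Rab9 promoter-driven luciferase, plated in reduced-serum medium with 10% FBS at 1500 cells/well, compound-treated 24 h at 37 °C, luminescence read after 10 min reagent.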
MBNL1-CUG inh = inhibitors of human MBNL1 binding to CUG repeat RNA | Q9NR56 | TR-FRET MBNL1-His/biotin-(CUG)12 binding, 665/545 ratio | Potency, µM (top dose mostly 57.5 µM), for inactives: at the highest dose activity change, negative = inhibition, actives largely listed as inhibitors | hit rate 0.036% among 280,000 | AID 2675; active = well fitted inhibition curve with a large enough effect in the signal ratio, with a control signal flat, not every such curve was filed as active; inconclusive = small, poorly fitted or top-dose-only effect, or effect the other way, or a change in a side signal; inactive = no such curve, though single readings can be large or run the other way; the % refers to the signal ratio; note: % is set by controls: 0 for no effect and ±100 for the full control effect
Target sequence (Q9NR56 whole entry, looked up): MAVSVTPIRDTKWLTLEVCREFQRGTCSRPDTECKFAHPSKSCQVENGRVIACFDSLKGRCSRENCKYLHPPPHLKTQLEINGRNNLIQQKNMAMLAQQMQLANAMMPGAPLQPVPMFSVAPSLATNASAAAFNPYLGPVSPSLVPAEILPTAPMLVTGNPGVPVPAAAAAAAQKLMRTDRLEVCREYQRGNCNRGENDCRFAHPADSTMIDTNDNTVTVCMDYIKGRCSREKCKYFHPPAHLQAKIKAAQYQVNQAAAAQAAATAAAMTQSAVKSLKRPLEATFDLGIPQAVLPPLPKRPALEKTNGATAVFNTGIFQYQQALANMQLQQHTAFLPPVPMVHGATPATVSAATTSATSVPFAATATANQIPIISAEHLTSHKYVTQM
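Ratiometric TR-FRET (665 over 545 nm, excitation 340 nm) tracks disruption of MBNL1-His/biotin-(CUG)12 complex after 60 min at room temperature, with compounds at 92 nM to 58 uM final.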
NPC1 promoter act = activators of NPC1 promoter; Huh7 NPC1 promoter luciferase reporter, 24 h; hit rate 2.4% among 320,000; AID 485313; Potency, µM (titrated, usually from 9.22 µM), for the others: top-dose activation, most hits filed as activators;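 note: % of control where 0% means no effect; nearly all actives have a fitted effect of over 60% in size; reporter is driven by a mutant NPC1 promoter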
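NPC1 promoter–luciferase Huh7 cells; 24 h compound; luminescence.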
p53 reactivator = re-activators of mutant p53; H1299 p53-A138V BP100-luciferase reporter, luminescence, 24 h; Potency, µM (titrated, usually from 92.2 µM), without a hit: at the top dose activity change, positive = activation, most hits filed as activators; hit rate 0.063% among 320,000; AID 504706; note: % of control where 0% means no effect; nearly all actives have a fitted effect of over 45% in size
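H1299 (p53-null), stable ts p53-A138V + BP100-Luc; 1000 cells/well, Opti-MEM/10% FBS; cpd 4 pt, 1:5; 24 h, 37 deg C, 5% CO2; detection reagent 10 min RT; luminescence.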
RORgamma inh = inhibitors of mouse ROR gamma transcriptional activity; Drosophila S2 Gal4-RORgamma UAS-luciferase reporter, 20 h; Potency, µM (doses to about 53.6 µM), inactives show at the top dose activity change, negative = inhibition, actives largely listed as inhibitors; hit rate 5.4% among 310,000; note: % is set by controls: 0 for no effect and ±100 for the full control effect; nearly all actives have a fitted effect of over 60% in size
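Using a luciferase readout, inhibitors were identified by reduced reporter activity in Drosophila cells coexpressing a copper-inducible Gal4–ROR gamma fusion and UAS-driven Photinus luciferase, incubated 20 hr after 700 uM copper sulfate.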
Active calls of the source: *; ? = inconclusive; · = no result given; [ ] = dose if it differs, or a comment. Unless noted, calls come from the whole dose curve; as a rule, active = well fitted curve in the direction sought with a large enough effect; inconclusive = small, poorly fitted or top-dose-only effect, or another doubt; inactive = no such curve, though single readings can be large; an effect the other way counts as inactive or inconclusive. Potency is the fitted concentration of half-maximal effect. A portion of the library, so the mix of outcomes need not match the whole.

[1] COCc1ccc(C(=O)N(C)C2CCCN(Cc3ccccc3F)C2)o1 (configuration not stated)
[2] O=C(C(=O)N1CCN(c2cccc(Cl)c2)CC1)N1CCCCC1
[3] O=[N+]([O-])c1ccc(N2CCN(c3cccc(Cl)c3)CC2)nc1
[4] COc1ccccc1C1(CC(=O)N2CCCCC2)CCOC(C(C)C)C1 (configuration not stated)
[5] CCS(=O)(=O)N1CCN(c2ccc(C(=O)NC34CC5CC(CC(C5)C3)C4)cc2[N+](=O)[O-])CC1
[6] CCCN1CCN(C2CCCCC2NS(=O)(=O)c2ccc(Cl)cc2)CC1 (configuration not stated)
[7] O=C1C2CCCCC2C(=O)N1c1ccc(NC2CCN(Cc3ccccc3)CC2)c([N+](=O)[O-])c1 (configuration not stated)
[8] O=c1oc2ccccc2c(N2CCCCC2)c1[N+](=O)[O-]

entry no.	1	2	3	4	5	6	7	8
uPA surface inh	4%	-1%	1%	0%	-3%	-3%	5%	3%
CXXC DNA block	-6%	-5%	3%	12%	20%	35%[activator]	3%	113%[activator]
BRCA1 expr act	-17%	6%	-2%	-26%	-5%	4%	-9%	-29%
ELG1 genotox	0%	2%	-3%	-8%	-3%	-5%	-2%	-1%
Gal4-VP16 FLuc	-2%	-7%	16%	-11%	-13%	8%	0%	-13%
FLuc counter	0%	-5%	3%	-5%	?	3%	-1%	0%
Rab9 prom act	-3%	-6%	-4%	1%	-6%	-4%	0%	1%
MBNL1-CUG inh	-3%	-3%	6%	-1%	15%	2%	14%	9%
NPC1 promoter act	4%	-11%	0%	1%	-7%	-5%	-4%	-4%
p53 reactivator	-7%	4%	3%	0%	-8%	2%	0%	-8%
RORgamma inh	0%	19%	35%	22%	?	8%	-16%	23%

[9] CSc1ccccc1NC(=O)C1=CC(c2cccs2)=NS(=O)(=O)N1C
[10] Cc1cc(C)c2nc(SCC(=O)N(C)C3CCS(=O)(=O)C3)cc(C)c2c1 (configuration not stated)
[11] CCOC(=O)C1CCN(C(=O)Nc2cccc(Cl)c2)CC1
[12] CCCn1c(CCc2ccccc2)nnc1SCC(=O)N1CCCC1
[13] Nc1ccc(C(=O)OCC(=O)N2c3ccccc3Sc3ccccc32)cc1[N+](=O)[O-]
[14] COCc1cc(CN2CCCC2)c(O)c2ncccc12
[15] Cc1cc(Oc2ccccc2)nc(NCc2ccccc2)n1
[16] O=C(Nc1nc(-c2ccc(S(=O)(=O)N3CCCCCC3)cc2)cs1)c1cccs1

entry no.	9	10	11	12	13	14	15	16
uPA surface inh	-15%	8%	-3%	0%	6%	?	-2%	6%
CXXC DNA block	·	2%	-10%	-1%	1%	2%	7%	25%
BRCA1 expr act	-53%	-14%	12%	-14%	-44%	-101%	-47%	-74%
ELG1 genotox	0%	0%	5%	-8%	-3%	0%	-1%	-20%
Gal4-VP16 FLuc	-7%	9%	3%	3%[0.365 µM]	-7%	8.9µM*	-9%	3%
FLuc counter	?	1%	?	0%	-1%	6%	2%	4%
Rab9 prom act	11%	-3%	-2%	-2%	-7%	-5%	0%	-17%
MBNL1-CUG inh	?	13%	?	-1%	22%	18%	10%	97%[activator]
NPC1 promoter act	14%	2%	0%	-4%	-1%	-1%	-2%	-2%
p53 reactivator	·	4%	0%	-4%	-3%	-45%[inhibitor]	-3%	10%
RORgamma inh	-28%	-2%	35%	35%	39%	10µM*	-14%	-10%

[17] CCOC(=O)c1ccc(NC(=O)CN(c2ccc(C)cc2)S(=O)(=O)c2c(C)n[nH]c2C)cc1
[18] COc1ccc(NC(=O)CSc2nc3[nH]ncc3c(=O)[nH]2)cc1OC
[19] Cc1ccccc1NC(=O)C(=O)NCc1ccccn1
[20] Cc1cc(NC2CCCC2)n2ncc(-c3ccccc3)c2n1
[21] CCOc1ccccc1NC(=O)C(NCCc1ccc(OC)cc1)c1ccccc1 (configuration not stated)
[22] CCOCCCNS(=O)(=O)c1ccc(NC(=O)Cc2c(F)cccc2Cl)cc1
[23] Cc1ccc(S(=O)(=O)NCC(=O)NCC2COc3ccccc3O2)cc1C (configuration not stated)
[24] Cc1ccc(NC(=O)c2sc(C)nc2C)c(C)c1

entry no.	17	18	19	20	21	22	23	24
uPA surface inh	-1%	-18%	·	-12%	6%	8%	-8%	1%
CXXC DNA block	-7%	·	4%	8%	6%	-5%	·	7%
BRCA1 expr act	-44%	1%	58%	-15%	-50%	-17%	-23%	61%
ELG1 genotox	-2%	-1%	?	0.16µM*	-8%	0%	0%	0%
Gal4-VP16 FLuc	0%	·	3%[0.365 µM]	8.9µM*	-6%	-14%	·	6%
FLuc counter	-1%	0%	-15%	0.21µM*	27µM*	-1%	0%	-14%
Rab9 prom act	-6%	-4%	1%	?	-4%	1%	-1%	9%
MBNL1-CUG inh	-3%	·	-1%	-5%	-1%	-1%	·	-5%
NPC1 promoter act	-1%	-5%	12%	?	1%	-2%	-4%	9%
p53 reactivator	-19%	0%	8%	-2%	14%	-5%	18%	11%
RORgamma inh	?	·	-31%	7.1µM*	7%	3%	·	16%

[25] CC(C)OCCCNC(=O)C1CCN(S(=O)(=O)c2ccc3nc4c(c(C(=O)O)c3c2)CCCCC4)CC1
[26] NS(=O)(=O)c1ccc(CCNC(=O)CSc2ccccc2)cc1
[27] CCC(=O)N1c2ccc(S(=O)(=O)CCC(=O)NC3CCCC3)cc2CC1C (configuration not stated)
[28] O=C(Nc1cccnc1)c1ccc(Cl)c(S(=O)(=O)N2CCCCCC2)c1
[29] CCN1CC(CNC(=O)c2ccc3nc(Cc4cccc(Cl)c4)oc3c2)CC1=O (configuration not stated)
[30] C/C(=N\NC(=O)C(C)Sc1ccccc1)c1ccc([N+](=O)[O-])cc1 (configuration not stated)
[31] CCOC(=O)c1cc2[nH]c3ccccc3c2[n+](-c2ccc([N+](=O)[O-])cc2)c1N
[32] Cc1ccc(CNC(=O)/C=C/c2c(Cl)cccc2Cl)cc1

entry no.	25	26	27	28	29	30	31	32
uPA surface inh	0%	1%	7%	1%	3%	-2%	-1%	1%
CXXC DNA block	0%	7%	0%	-2%	8%	0%	1%	83%[activator]
BRCA1 expr act	5%	8%	23%	-37%	-11%	-35%	-14%	2%
ELG1 genotox	0%	0%	0%	-11%	2%	-2%	10%	17%
Gal4-VP16 FLuc	-5%	8%	-10%	-4%	0%	-6%	?	-8%
FLuc counter	4%	0%	0%	?	2%	5%	6%	-1%
Rab9 prom act	0%	9%	-3%	-2%	0%	-7%	2%	0%
MBNL1-CUG inh	0%	0%	-10%	2%	3%	?	?	-2%
NPC1 promoter act	-3%	2%	2%	6%	-4%	-3%	-3%	1%
p53 reactivator	1%	-4%	2%	2%	14%	·	0%	10%
RORgamma inh	-3%	17%	-3%	?	13%	?	-20%	-2%

Structural class: the compounds so far with a thiophene ring, fused or not.
[9] CSc1ccccc1NC(=O)C1=CC(c2cccs2)=NS(=O)(=O)N1C
[16] O=C(Nc1nc(-c2ccc(S(=O)(=O)N3CCCCCC3)cc2)cs1)c1cccs1

entry no.	9	16
uPA surface inh	-15%	6%
CXXC DNA block	·	25%
BRCA1 expr act	-53%	-74%
ELG1 genotox	0%	-20%
Gal4-VP16 FLuc	-7%	3%
FLuc counter	?	4%
Rab9 prom act	11%	-17%
MBNL1-CUG inh	?	97%[activator]
NPC1 promoter act	14%	-2%
p53 reactivator	·	10%
RORgamma inh	-28%	-10%

The list continues.
[33] Cc1cc(C(=O)N2CCC(Cc3ccccc3)CC2)ccc1[N+](=O)[O-]
[34] CCN(C(=O)CSc1nnnn1-c1ccccc1)c1c(N)n(Cc2ccccc2)c(=O)[nH]c1=O
[35] O=C(O)CCCC(=O)N1CCN(c2cccc(Cl)c2)CC1
[36] CC(=O)NC1(C(Cl)(Cl)Cl)Oc2ccccc2O1

entry no.	33	34	35	36
uPA surface inh	6%	20%	4%	-1%
CXXC DNA block	-1%	-4%	-2%	7%
BRCA1 expr act	-35%	-14%	-4%	-78%
ELG1 genotox	-5%	-2%	1%	1%
Gal4-VP16 FLuc	-1%	0%	-2%	0%
FLuc counter	0%	0%	6%	2%
Rab9 prom act	4%	5%	-2%	5%
MBNL1-CUG inh	9%	-4%	-11%	0%
NPC1 promoter act	2%	-1%	1%	-3%
p53 reactivator	7%	0%	-2%	10%
RORgamma inh	?	-14%	14%	-20%
